Compound activity (PubChem BioAssay)
POLI inh: blocks human DNA polymerase iota activity | Q9UNA4 | Pol iota fluorescent replication assay, 10 min | Potency, µM (series often up to 115 µM), inactives show top-dose activity, negative = inhibition, actives largely listed as inhibitors | hit rate 1% among 390,000
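Pol iota at 10 nM preincubated 15 min with compounds at room temperature; reaction started with fluorescent substrate, 50 nM final. Fluorescence read kinetically at 0 and 10 min; buffer-only wells as negative control.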
GLS inhibitor: inhibitors of human glutaminase (GLS). GLS enzymatic activity, qHTS titration. Potency, µM (top dose mostly 45.5 µM), inactives show top-dose activity change, negative = inhibition, usual class: inhibitors. hit rate 0.21% among 410,000. O94925; further: on the % scale 0 is the no-effect control and ±100 the full control effect
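hKGA in 45 mM KH2PO4 (pH 8.2), 0.02% Tween-20 with compound, then 1mM L-Glutamine (stock as added) plus glutamate oxidase/HRP/Amplex red coupling mix. Fluorescence read initially and after 30 min at RT; signal change reflects glutamate formation.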
BAZ2B inh: blocks human BAZ2B. Q9UIF8. AlphaScreen BAZ2B-H3K14Ac peptide displacement. Potency, µM (doses to about 114 µM), for the others: at the highest dose activity change, negative = inhibition, usual class: inhibitors. hit rate 4.4% among 360,000; further: on the % scale 0 is the no-effect control and ±100 the full control effect; nearly all actives have a fitted effect of over 60% in size
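AlphaScreen displacement: compounds (up to 110uM) incubated 30 min at room temperature with a preformed 50 nM BAZ2B/50 nM biotinylated H3K14Ac peptide complex in PBS pH 7.4 with Tween-20. Donor and acceptor beads at 10 ug/mL final added, 20 min light-protected before reading.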
Pin1 inhibitor: human Pin1 inhibition; Potency, µM (series often up to 115 µM), for the others: top-dose activity, negative = inhibition, actives largely listed as inhibitors; Q13526; hit rate 0.009% among 390,000; Pin1 FP peptide displacement, HiFluor488, 10 min; active means well fitted inhibition curve with a large enough effect in the polarisation, with a control signal flat, not every such curve was filed as active; inconclusive means small, poorly fitted or top-dose-only effect, or effect the other way, or a change in a side signal; inactive means no such curve, though single readings can be large or run the other way; the % refers to the polarisation; further: on the % scale 0 is the no-effect control and ±100 the full control effect
Target sequence (Q13526 whole entry, looked up): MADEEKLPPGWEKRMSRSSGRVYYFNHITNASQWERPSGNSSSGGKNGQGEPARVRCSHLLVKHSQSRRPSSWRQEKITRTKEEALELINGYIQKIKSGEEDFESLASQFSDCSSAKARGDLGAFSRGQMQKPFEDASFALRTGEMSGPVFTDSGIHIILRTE
JMJD2A Tudor: JMJD2A Tudor domain (human) inhibition. O75164. AlphaScreen JMJD2A-Tudor / H3K4me3 peptide binding. Potency, µM (highest dose often 114 µM), without a hit: top-dose activity change, negative = inhibition, most hits filed as inhibitors. hit rate 4.4% among 390,000. AID 504339; further: on the % scale 0 is the no-effect control and ±100 the full control effect; nearly all actives have a fitted effect of over 50% in size
PGK inhibitor: blocks T. brucei phosphoglycerate kinase; P07378; PGK/GAPDH coupled, Kinase-Glo luminescence, 60 min; Potency, µM (highest dose often 57.5 µM), for the others: at the top dose activity change, negative = inhibition, hits mostly inhibitors; hit rate 0.043% among 380,000; AID 602233; further: on the % scale 0 is the no-effect control and ±100 the full control effect; nearly all actives have a fitted effect of over 60% in size
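Luminescent ATP detection (Kinase-Glo Plus) follows a 60-minute room-temperature incubation, with wells lacking PGK as controls. Buffer: 100 mM TEA (pH 7.6), 5 mM MgCl2, 0.01% Tween-20. Coupling enzyme GAPDH (100 nM final) supplies unstable 1,3-BPG in-well.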
BLM helicase inh: inhibitors of human Bloom syndrome helicase BLM | P54132 | recombinant BLM DNA unwinding, fluorescence dequenching | Potency, µM (doses to about 56.1 µM), inactives show at the top dose activity change, negative = inhibition, actives largely listed as inhibitors | hit rate 0.2% among 350,000 | AID 2528;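 further: plate controls were vehicle for no effect and no enzyme for full effect; nearly all actives have a fitted effect of over 35% in size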
HP1b binding inh: inhibitors of HP1-beta chromodomain binding to methylated histone tails; AlphaScreen HP1-beta / biotin-H3K9me3 peptide binding; hit rate 0.56% among 390,000; AID 540317; P83916; Potency, µM (top dose mostly 114 µM), inactives show at the highest dose activity change, negative = inhibition, usual class: inhibitors; further: nearly all actives have a fitted effect of over 70% in size; inactives centre near 23
Target sequence (P83916 whole entry, looked up): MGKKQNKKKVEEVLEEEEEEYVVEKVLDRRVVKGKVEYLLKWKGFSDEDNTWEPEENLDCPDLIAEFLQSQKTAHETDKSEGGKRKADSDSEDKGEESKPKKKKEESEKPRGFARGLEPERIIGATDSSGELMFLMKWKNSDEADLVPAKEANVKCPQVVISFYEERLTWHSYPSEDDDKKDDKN
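AlphaScreen: HP1-beta (50 nM) preformed 30 min with biotin-H3(1-18)K9me3 peptide (50 nM) in PBS pH 7.4, 0.01% Tween-20. Compound added for 30 min at RT, then streptavidin donor/nickel chelate acceptor beads (10 ug/mL) for 30 min.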
G9a inh: blocks human histone lysine methyltransferase G9a; G9a H3K9 monomethylation, AlphaScreen, 2 h; Potency, µM (titrated, usually from 102 µM), for inactives: top-dose activity, negative = inhibition, hits mostly inhibitors; hit rate 8.8% among 350,000; AID 504332; further: on the % scale 0 is the no-effect control and ±100 the full control effect; nearly all actives have a fitted effect of over 75% in size
Target sequence (Q96KQ7 913-1193 limits assumed): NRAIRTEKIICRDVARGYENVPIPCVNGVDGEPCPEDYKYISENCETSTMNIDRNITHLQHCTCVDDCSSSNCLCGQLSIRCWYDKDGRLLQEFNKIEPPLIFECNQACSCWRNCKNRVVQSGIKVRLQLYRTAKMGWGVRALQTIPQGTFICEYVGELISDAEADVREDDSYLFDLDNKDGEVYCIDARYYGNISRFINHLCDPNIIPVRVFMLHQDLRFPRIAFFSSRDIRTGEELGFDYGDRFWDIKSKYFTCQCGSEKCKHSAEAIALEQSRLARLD
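Using a bead-based AlphaScreen, monomethylated H3K9 product from 2 h room-temperature reactions (G9a 20 nM, peptide 500 nM, SAM 20 uM) was detected with 0.5 ug/mL rabbit anti-H3K9me1 antibody.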
* = called active by the depositor; i = inactive; ? = inconclusive; / = not tested or not shown; & = joins results of further samples; ! = repeats disagree; [ ] = dose if it differs, or a comment. Unless noted, the call rests on the fitted dose curve; in most records, active means well fitted curve in the direction sought with a large enough effect; inconclusive means small, poorly fitted or top-dose-only effect, or another doubt; inactive means no such curve, though single readings can be large; an effect the other way counts as inactive or inconclusive. Potency means the concentration at half of the fitted maximal effect.

SMILES	POLI inh	GLS inhibitor	BAZ2B inh	Pin1 inhibitor	JMJD2A Tudor	PGK inhibitor	BLM helicase inh	HP1b binding inh	G9a inh
CC(=O)O[C@@]12CO[C@@H]1C[C@H](O)[C@@]1(C)C(=O)[C@H](O)C3=C(C)[C@@H](OC(=O)C(O)[C@@H](NC(=O)OC(C)(C)C)c4ccccc4)C[C@@](O)([C@@H](OC(=O)c4ccccc4)[C@H]21)C3(C)C (stereo partly specified)	-10%	11%&-8%	/	/	/	/	-2%	/	0%[12.7 µM]
Cc1cccc2nc(-c3ccccn3)c(Nc3ccccc3)n12	13%	19%	8.9µM*	3%	40µM*	-7%	3%	5%	3%[59 µM]
O=C(O)/C=C/c1ccc(O)cc1	-20%	24%	/	1%	-14%	2%	/	38%	/
COc1ccc(CN2CCN(C(c3ccc(F)cc3)c3ccc(F)cc3)CC2)c(OC)c1OC	?	-5%&-11%	/	0%	?	-1%	3%	38%	-42%[59 µM]
COc1cc2nc(N3CCN(C(=O)[C@H]4COc5ccccc5O4)CC3)nc(N)c2cc1OC	24%	0%	?	-1%	-29%	-2%	24%	16%	-4%[12.7 µM]
CCC(Sc1nc2ccccc2c2nc(CCn3cncc3C)nn12)C(=O)Nc1cccc(OC)c1 (stereo unspecified)	23%	0%	?	-2%	?	-9%	12%	23%	-35%[59 µM]
O=C(Nc1ccc(C(=O)O)c(O)c1)c1ccccc1	4%	10%&-14%	-18%	0%	-11%	-5%	-10%&1%	30%	-35%
O=C1Cc2c([nH]c3ccc([N+](=O)[O-])cc23)-c2ccccc2N1	7%	-11%	/	-4%	-4%	i	/	7%	/
Cn1c(=O)c2c(ncn2CCO)n(C)c1=O	?	0%&11%	-16%	-6%	-6%	-7%	-10%	34%[activator]	-8%[59 µM]
CCCCCCCCCCCCCC[N+](C)(C)Cc1ccccc1	-1%	-13%	/	/	/	/	39%[activator]	/	-31%[12.7 µM]
O=c1ccn([C@H]2C[C@H](O)[C@@H](CO)O2)c(=O)[nH]1	-5%	2%	/	-3%	-17%	-8%	-2%	12%	/
CC12CCC(=O)C=C1CCC1C2CCC2(C)C1CC[C@]2(O)C(=O)CO (stereo partly specified)	18%	-10%	-14%	9%	3%	-8%	0%	22%	14%
C=C1c2cccc(O)c2C(O)=C2C(=O)[C@]3(O)C(O)=C(C(N)=O)C(=O)[C@@H](N(C)C)[C@@H]3[C@@H](O)[C@H]12	2.8µM*	?	3.5µM*	/	7.1µM*	-4%	-11%	-8%	-160%[59 µM]
COc1ccc2ccc(=O)oc2c1	10%	-3%	-3%	-2%	0%	13%	7%&1%	17%	-23%[2.33 µM]
Cc1ccnc(NC(c2cccc(O)c2)c2ccc3ccc(C)nc3c2O)c1 (stereo unspecified)	20%	27%	?	-1%	?	-6%	-13%	-25%	11µM*
Cc1cccc(NC(c2ccccc2F)c2ccc3ccc(C)nc3c2O)n1 (stereo unspecified)	5%	1%	-9%	5%	?	i	-5%	19%	-7%[59 µM]
CNc1c2c(nn1C)CCCC2	2%&21%	19%&10%&11%	?	3%&-2%	20µM*!	-5%	1%&1%&-5%	40µM*!	?
Cc1cc(C)cc(OCC2CNC(=O)O2)c1 (stereo unspecified)	/	0%&-19%	/	/	/	-3%	-10%	/	-2%[2.33 µM]
COc1ccc2nc(NC(=O)Nc3ccccc3)sc2c1	?	16%&0%	-37%	-4%	-17%	7%	-6%&-10%	24%	?
COc1c(O)cc2c(c1O)[C@@H]1OC(CO)C(O)C(O)[C@H]1OC2=O (stereo partly specified)	-2%	18%	/	-8%	-10%	2%	/	34%[activator]	/
NC(N)=NC(=O)Cc1c(Cl)cccc1Cl	34%[activator]	-1%&-8%	7%	0%	6%	-10%	5%	37%	13µM*!
Nc1ncnc2nc[nH]c12	-5%&13%&12%	-2%&1%&2%&-8%	-5%&8%	2%&6%&-8%	-36%&-6%&-12%	-7%&1%&6%	-3%&-8%	50%&24%&30%[activator]	-7%[59 µM]
COc1ccc(OCC(=O)Nc2cc(-c3nc4ccccc4s3)ccc2C)cc1	-6%	5%	3%	37%[activator]	-25%	-6%	-19%	32%	-33%[59 µM]
O=C(O)CNC(=O)c1ccccc1	-9%	0%&-12%	-5%	4%	-5%	-4%	5%	26%	7%[12.7 µM]
Cc1ccc(Nc2nc3ccccc3c3nnc(C)n23)c(C)c1	36%[activator]	-7%	-15%	-2%	-13%	-4%	-3%	21%	-1%[59 µM]
COc1c(O)cc2c(c1O)[C@@H]1O[C@H](CO)[C@@H](O)[C@H](O)C1OC2=O (stereo partly specified)	5%	15%	3%	-11%	-3%	-6%	/	40%[activator]	13%[12.7 µM]
CC(=O)Nc1ccccc1	23%	-1%&-7%	/	-4%	-16%	-4%	-14%&0%	10%	0%[2.33 µM]
COC(c1ccccc1)(c1ccccc1)C(Oc1nc(C)cc(C)n1)C(=O)O (stereo unspecified)	110%[activator]	-15%&-8%	12%	-5%	4%	-8%	1%&-7%	33%	24%[59 µM]
CCCCCCc1ccc(O)cc1O	/	-5%	?	/	/	/	-4%&-6%	/	16%[12.7 µM]
COc1ccccc1OCCNCC(O)COc1cccc2[nH]c3ccccc3c12 (stereo unspecified)	/	13%	40µM*	/	/	/	-2%&4%&25%&-3%	/	-43%[2.33 µM]
CC1OC(CC(=O)O)CC2=C1C(=O)c1c(O)cccc1C2=O (stereo unspecified)	3.2µM*	?	/	/	56µM*	-8%	/	?	/
CCCOC(=O)c1ccc(O)cc1	-4%	8%	38%[activator]	0%	-6%	-9%	-11%	23%	18%[12.7 µM]
C/C=C(/C)C(=O)O[C@@H]1c2cc(OC)c(OC)c(OC)c2-c2c(cc3c(c2OC)OCO3)C[C@H](C)[C@]1(C)O	11%	-6%	2%	-7%	-21%	-1%	-4%	12%	0%[59 µM]
CCCCC1C(=O)N(c2ccccc2)N(c2ccccc2)C1=O	?	3%&-5%&34%	-37%	-8%	-15%	-8%	-7%&0%&-1%&5%	52%[activator]	10µM*!
COC(=O)C1=CO[C@@H](OC2OC(CO)C(O)C(O)C2O)[C@@H]2[C@@H](C)[C@@H](O)C[C@H]12 (stereo partly specified)	3%	2%	/	2%	-12%	1%	/	18%	/
COc1ccc(CNC(=O)Nc2ccc3c(c2)N(C)C(=O)c2ccccc2S3)cc1OC	7%	-12%	2%	42%[activator]	-3%	8%	-1%	27%	-33%[59 µM]
Nc1c2c(nc3ccccc13)CCCC2O (stereo unspecified)	-22%	-1%&-2%	/	-3%	-23%	-2%	-7%&0%	17%	3%[59 µM]
C/C=C(/C)C(=O)OC1c2c(ccc3ccc(=O)oc23)OC(C)(C)C1OC(=O)/C(C)=C\C (stereo unspecified)	?	-10%	-1%	?	-5%	5%	-11%	30%	24%[59 µM]
CCCCOc1ccc(CC(=O)NO)cc1	14%&20%	27%	-24%	-4%	-6%	7%	0%	44%[activator]	28µM*!
CCn1cc(C(=O)O)c(=O)c2cc(F)c(N3CCNCC3)nc21	-10%	-5%	/	3%	-4%	-2%	-2%	51%[activator]	3%[21.5 µM]
Cc1ccccc1C(=O)Nc1cccc(-c2nc3cccnc3s2)c1	-16%	-11%	?	-6%	100µM*	2%	0%	11%	-60%[59 µM]
COc1ccc(/C=C/C(=O)O)cc1	0%	2%&11%	/	-9%	-13%	-6%	1%&-5%	24%	37%[activator][59 µM]
Cc1ccccc1Cc1c(C)nc2c(-c3ccccc3)c(C)[nH]n2c1=O	2%	12%	-12%	2%	-12%	-6%	-7%	28%	11%[59 µM]
Cc1[nH]c2ccccc2c1/C=N/NC(N)=S	40%[activator]	29%	-34%	1%	-25%	1%	-5%	1%	-26%[59 µM]
Cc1cccc(C)c1NC(=O)C1CCCCN1C (stereo unspecified)	?	?	-9%	3%	-16%	0%	-3%&-13%	36%[activator]	11%[59 µM]
CC(C)(CO)C(O)C(=O)NCCCO (stereo unspecified)	22%	-12%	3%	3%	4%	-8%	/	19%	11%[59 µM]
CCOC(=O)NNc1nncc2ccccc12	-7%	24%&31%	-11%	0%	1%	-12%	-9%	29%	-41%[2.33 µM]
Cc1ccc(NC(=O)Cn2c(=O)n(CCC(=O)N3CCc4ccccc4C3)c(=O)c3ccccc32)c(C)c1	2%	-3%	8%	85%[activator]	-17%	-5%	-8%	70%[activator]	-3%[59 µM]
CCOc1ccc(NC(=O)Cn2cc(C(=O)c3cccs3)c3ccccc32)cc1	-9%	0%	2%	10%	-11%	i	-5%	12%	-24%[59 µM]
COc1cc([C@H]2Oc3cc([C@H]4Oc5cc(O)cc(O)c5C(=O)[C@@H]4O)ccc3O[C@@H]2CO)ccc1O	?	25%&28%	?	1%	-8%	0%	-2%&1%	7%	18%[12.7 µM]
Cc1cccc2c1NC(=O)/C2=C\C(=O)c1cccs1	1%	0%	-30%	44%[activator]	-25%	-6%	-9%	8%	?
O=c1cc(-c2ccc(O)cc2)oc2cc(O[C@@H]3O[C@H](CO)[C@@H](O)[C@H](O)[C@H]3O[C@@H]3OC[C@](O)(CO)[C@H]3O)cc(O)c12	-4%	10%	2%	22%	-16%	-6%	-11%	25%	18%
C[C@@H]1C[C@H]2[C@@H]3C[C@H](F)C4=CC(=O)C=C[C@]4(C)[C@@]3(F)[C@@H](O)C[C@]2(C)[C@@]1(O)C(=O)COC(=O)C(C)(C)C	-13%	-6%&-7%	-6%	5%	4%	-4%	-6%	14%	17%[59 µM]
COc1ccc(/C=N/NC(=O)c2ccncc2)cc1OC	-17%	0%&10%	-2%	2%	2%	-2%	-8%&0%	30%	17%&6%[12.7 µM]
CN(C)CCOc1ccccc1Cc1ccccc1	?	-3%&-1%	?	?	-18%	4%	-11%&3%	31%	?

These rows are one share of the data; rates above refer to the full screens.
